Screens (PubChem)
NF-kB neuron act: NF-kB expression increase, human neuronal cells; AID 1239; NF-kB reporter expression; stronger effect = higher value; fold change at 12.5 µM; 190,000 tested, 1.6% active; in the data active = fold change above about 3.3
APP 5'UTR act: APP 5'UTR luciferase reporter activation | SH-SY5Y APP 5'UTR luciferase reporter, luminescence; zero percent = DMSO vehicle wells | activation, % at 2 µM | 190,000 tested, 1% active | AID 1276;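 active = activation above a set limit, based on mean plus 3 SD of controls, cut at about 140% in these data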; also: values of inactives mirror those of a sister screen read the other way
G6PDH CS: counter-screen for G6PDH assay hits: L. mesenteroides G6PDH inhibition | Purified L. mesenteroides G6PDH, diaphorase/resazurin coupled fluorescence, 45 min | inhibition, % at 5 µM | 200,000 tested, 0.12% active | AID 1020; in the data active = inhibition above about 50%
FLuc stim CS: firefly luciferase counter-screen for stimulation assays. activation factor at 10 µM. ATPlite luciferase biochemical, luminescence, 10 min; 0 = ATP-free wells, 1 = DMSO control. AID 1027. 200,000 tested, under 10 active;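 active = luciferase activation factor, scaled between plate controls, of at least 2 with compound at 10 µM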
Target sequence (P08659 whole entry, looked up): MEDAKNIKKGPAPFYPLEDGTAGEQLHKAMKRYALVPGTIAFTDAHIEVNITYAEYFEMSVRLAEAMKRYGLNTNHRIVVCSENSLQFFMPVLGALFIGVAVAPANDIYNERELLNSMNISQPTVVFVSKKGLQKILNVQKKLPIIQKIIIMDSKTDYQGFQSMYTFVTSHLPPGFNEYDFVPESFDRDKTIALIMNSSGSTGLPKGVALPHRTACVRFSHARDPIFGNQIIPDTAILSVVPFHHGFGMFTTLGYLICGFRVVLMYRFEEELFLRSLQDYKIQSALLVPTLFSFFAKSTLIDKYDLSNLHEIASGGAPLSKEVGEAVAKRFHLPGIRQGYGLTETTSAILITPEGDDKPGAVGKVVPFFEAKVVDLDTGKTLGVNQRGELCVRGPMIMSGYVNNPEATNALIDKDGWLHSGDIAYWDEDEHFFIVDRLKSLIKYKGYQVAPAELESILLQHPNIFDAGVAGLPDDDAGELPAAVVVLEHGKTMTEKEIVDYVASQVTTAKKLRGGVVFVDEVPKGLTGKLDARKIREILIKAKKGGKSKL
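System: cell-free luciferase reagent; medium: PBS as buffer for the ATP substrate; doses: test compounds dosed from 2 mM stocks in 100% DMSO; incubation: 10 min, room temperature; measured by: luminescence from luciferase reaction; read-out: luciferase activation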
DTT redox prof: compounds producing H2O2 with reducing agent – biochemical, NIH compound library profiling, artefact control for MLSCN library redox annotation, primary screen. 200,000 tested, 0.03% active. AID 878. activation, % at 10 µM. DTT-dependent redox cycling H2O2, phenol red/HRP absorbance; 100% = 100 µM peroxide control, 0% = buffer;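 active = activation of at least 50% relative to the plate's high and low controls in the primary single-dose screen; inactive = activation below 50%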;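 also: compound incubated with DTT at 0.8 mM final as the reducing agent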
HMGR II inh: inhibitors of class II HMG-CoA reductase from Enterococcus faecalis | AID 1066 | 190,000 tested, 0.41% active | purified E. faecalis HMGR, NADPH absorbance 340 nm kinetic | inhibition, % at 10 µM;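 active = inhibition above a set limit, the median over all tested compounds plus 3 SD, cut at about 9.5% in these data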;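 also: enzyme runs in reverse so mevalonate oxidation gives rising NADPH absorbance; 0% = complete reaction with DMSO and 100% = background rate lacking mevalonate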
STAT1 activator: STAT1 signaling activation; NIH 3T3 STAT1-luciferase reporter, IFN-gamma, luminescence; 100% = IFN-gamma alone, no compound; activation (% of control), % at 5.5 µM; 200,000 tested, 2.6% active; AID 932;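 active = activation above the screen-wide mean activation plus 3 SD, cut at about 130% in these data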;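 also: raw ratio to IFN-gamma control signal so 100% means no change and 0% no light; values of inactives mirror those of a sister screen read the other way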
APP transl inh: APP translation inhibition; SH-SY5Y APP 5'UTR-luciferase reporter, luminescence; 190,000 tested, 0.82% active; inhibition, % at 2 µM; AID 1285;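 active = inhibition above a set limit, derived from the sample mean plus 3 SD, cut at about 45% in these data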; also: values of inactives mirror those of a sister screen read the other way
FLuc inhib CS: counter-screen for luciferase assay inhibitors: firefly luciferase inhibition; P08659; ATPLite firefly luciferase biochemical luminescence, 10 min; inhibition, % at 10 µM; 200,000 tested, 1.5% active;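 active = inhibition above about 50% when tested at 10 µM, limit read from the data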
Hsp70 act: switches on Hsp70 transcription. AID 1203. HeLa Hsp70 promoter luciferase reporter, luminescence; scaled: vehicle 0, proteasome-inhibitor control 100%. activation, % at 10 µM. 200,000 tested, 0.04% active;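 active = activation above the mean across all tested compounds plus 3 SD, cutoff set per campaign, cut at about 5.5% in these data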;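 also: 100% = MG132 at 30 µM as the positive control and 0% = DMSO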
* = called active by the depositor.

O=C(CN1C(=O)c2cccc3cccc1c23)NCc1cccnc1 was read as NF-kB neuron act 1.31, APP 5'UTR act -1.4, G6PDH CS 2.8, FLuc stim CS 1.1, DTT redox prof 1.7, HMGR II inh -3.2, STAT1 activator 93.3, APP transl inh 1.5, FLuc inhib CS -6.7 and Hsp70 act -0.3.
`Cc1ccc(-c2nc(CSCC(=O)NCCCN3CCOCC3)c(C)o2)cc1` gave NF-kB neuron act 0.82, APP 5'UTR act 5.4, G6PDH CS 3.7, FLuc stim CS 1, DTT redox prof 1.9, HMGR II inh -0.1, STAT1 activator 105.4, APP transl inh -5.4, FLuc inhib CS -0.2 and Hsp70 act -0.3.
Cc1cccc(NC(=O)CCSc2nncn2C)c1 was read as NF-kB neuron act 1.01, APP 5'UTR act 2.4, G6PDH CS 0.1, FLuc stim CS 1.1, DTT redox prof -0.1, HMGR II inh -3.1, STAT1 activator 106.7, APP transl inh -2.4, FLuc inhib CS -6.2 and Hsp70 act 0.0.
`Cc1n[nH]c(C)c1NC(=O)c1cc([N+](=O)[O-])ccc1Cl` gave NF-kB neuron act 1.05, APP 5'UTR act 7.3, G6PDH CS 2.4, FLuc stim CS 1, DTT redox prof -1.3, HMGR II inh -1.9, STAT1 activator 101.0, APP transl inh -7.3, FLuc inhib CS -4.1 and Hsp70 act -0.1.
Screening CN1CC(c2ccc(C#N)cc2)C2(COc3ccccc3C2=O)C12C(=O)Nc1ccccc12 (stereo unspecified) returned NF-kB neuron act 0.79, APP 5'UTR act 9.9, G6PDH CS -2.6, FLuc stim CS 1.1, DTT redox prof 1.9, HMGR II inh -0.5, STAT1 activator 100.0, APP transl inh -9.9, FLuc inhib CS -9.0 and Hsp70 act 0.6.
`O=C(Cc1ccccc1[N+](=O)[O-])NCc1ccc(Cl)cc1Cl` gave NF-kB neuron act 4.44*, APP 5'UTR act 97.9, G6PDH CS 23.8, FLuc stim CS 0.4, DTT redox prof 2.9, HMGR II inh -1.4, STAT1 activator 131.2*, APP transl inh -97.9, FLuc inhib CS 59.2* and Hsp70 act -0.2.
O=C(CSc1n[nH]c(=O)[nH]c1=O)N/N=C/c1ccccc1 was read as NF-kB neuron act 1.08, APP 5'UTR act 12.1, G6PDH CS -2.4, FLuc stim CS 1, DTT redox prof 0.0, HMGR II inh -7.5, STAT1 activator 95.0, APP transl inh -12.1, FLuc inhib CS -4.8 and Hsp70 act -0.2.
For O=S1(=O)C=C(N2CCCCC2)c2ccccc21 the results were NF-kB neuron act 0.91, APP 5'UTR act 11.9, G6PDH CS 5.1, FLuc stim CS 1, DTT redox prof 0.5, HMGR II inh -0.9, STAT1 activator 95.2, APP transl inh -11.9, FLuc inhib CS 0.1 and Hsp70 act 0.0.
Screening O=C(NC1CCCCC1)C1CCCN(S(=O)(=O)c2cccs2)C1 (stereo unspecified) returned NF-kB neuron act 1.11, APP 5'UTR act 0.4, G6PDH CS 10.5, FLuc stim CS 1.1, DTT redox prof 0.1, HMGR II inh -5.8, STAT1 activator 100.5, APP transl inh -0.4, FLuc inhib CS -5.7 and Hsp70 act -0.1.
`N/C(=N\OC(=O)CCC1CCCC1)c1ccccc1` gave NF-kB neuron act 1.27, APP 5'UTR act 24.4, G6PDH CS 0.0, FLuc stim CS 0.1, DTT redox prof -0.8, HMGR II inh 0.8, STAT1 activator 121.8, APP transl inh -24.4, FLuc inhib CS 87.6* and Hsp70 act -0.2.
O=C(CCc1ccc(S(=O)(=O)N2CCOCC2)cc1)NN=C1CCCCCCC1 was read as NF-kB neuron act 1.1, APP 5'UTR act -4.7, G6PDH CS 1.9, FLuc stim CS 1.1, DTT redox prof 0.2, HMGR II inh 3.9, STAT1 activator 96.7, APP transl inh 4.7, FLuc inhib CS -8.2 and Hsp70 act -0.1.
COc1ccc(Nc2nc(N3CCCC3)c3ccccc3n2)cc1 was read as NF-kB neuron act 0.44, APP 5'UTR act -19.1, G6PDH CS 5.5, FLuc stim CS 1, DTT redox prof -0.2, HMGR II inh -1.8, STAT1 activator 85.8, APP transl inh 19.1, FLuc inhib CS -0.7 and Hsp70 act -0.4.
For Cc1nc(S(=O)(=O)Cc2ccc(Cl)cc2)nc2c1CCC2 the results were NF-kB neuron act 1.45, APP 5'UTR act 3.7, G6PDH CS 13.9, FLuc stim CS 1, DTT redox prof -0.2, HMGR II inh 0.5, STAT1 activator 101.9, APP transl inh -3.7, FLuc inhib CS -1.2 and Hsp70 act 0.8.
CCOc1ccc(CNc2ccc(N3CCOCC3)c(C(=O)O)c2)cc1 was read as NF-kB neuron act 1.01, APP 5'UTR act 13.6, G6PDH CS -5.8, FLuc stim CS 1, DTT redox prof 1.7, HMGR II inh -9.9, STAT1 activator 97.3, APP transl inh -13.6, FLuc inhib CS -0.2 and Hsp70 act 0.0.
`CCc1ccc(OCC(=O)Nc2ncn[nH]2)cc1` gave NF-kB neuron act 1.57, APP 5'UTR act 64.2, G6PDH CS 4.2, FLuc stim CS 0.7, DTT redox prof -0.3, HMGR II inh 3.2, STAT1 activator 121.0, APP transl inh -64.2, FLuc inhib CS 34.6 and Hsp70 act 0.0.
Screening O=C(Cc1cccs1)NC(c1ccccc1)c1ccccc1 returned NF-kB neuron act 1.1, APP 5'UTR act -6.8, G6PDH CS 9.2, FLuc stim CS 1.1, DTT redox prof 0.6, HMGR II inh 2.9, STAT1 activator 106.3, APP transl inh 6.8, FLuc inhib CS -5.7 and Hsp70 act 0.1.
For O=C(Nc1cccn(Cc2c(Cl)cccc2Cl)c1=O)c1c(Cl)cccc1Cl the results were NF-kB neuron act 0.89, APP 5'UTR act -3.2, G6PDH CS 3.3, FLuc stim CS 1.1, DTT redox prof 3.3, HMGR II inh -1.3, STAT1 activator 100.1, APP transl inh 3.2, FLuc inhib CS -7.0 and Hsp70 act -0.3.
For CC(C)(C)Cn1c(=O)[nH]c(=O)c2cc([N+](=O)[O-])cnc21 the results were NF-kB neuron act 1.15, APP 5'UTR act -3.2, G6PDH CS 2.8, FLuc stim CS 1, DTT redox prof -0.7, HMGR II inh 0.9, STAT1 activator 91.7, APP transl inh 3.2, FLuc inhib CS -4.2 and Hsp70 act -0.4.
Cc1cc2nnc(SCC(=O)N3C(C)CCCC3C)n2c(N)n1 (stereo unspecified) was read as NF-kB neuron act 0.98, APP 5'UTR act -14.9, G6PDH CS 6.1, FLuc stim CS 1, DTT redox prof -0.6, HMGR II inh -3.2, STAT1 activator 104.5, APP transl inh 14.9, FLuc inhib CS -3.1 and Hsp70 act -0.1.
For Cc1nc(N=C(N)N)nc2c(C)cccc12 the results were NF-kB neuron act 0.77, APP 5'UTR act 7.0, G6PDH CS 11.4, FLuc stim CS 1, DTT redox prof 0.9, HMGR II inh -0.9, STAT1 activator 115.4, APP transl inh -7.0, FLuc inhib CS 2.3 and Hsp70 act 0.2.
For COCCn1c(SC2CCCCC2=O)nnc1-c1ccncc1 (stereo unspecified) the results were NF-kB neuron act 1.18, APP 5'UTR act 2.9, G6PDH CS 9.5, FLuc stim CS 1, DTT redox prof -1.0, HMGR II inh 5.3, STAT1 activator 102.9, APP transl inh -2.9, FLuc inhib CS 4.3 and Hsp70 act -0.3.
COc1ccc(CNc2nc3ccccc3n2Cc2ccc(Cl)cc2)cc1OC was read as NF-kB neuron act 1.01, APP 5'UTR act -3.6, G6PDH CS -2.7, FLuc stim CS 1.1, DTT redox prof 0.0, HMGR II inh -0.3, STAT1 activator 93.4, APP transl inh 3.6, FLuc inhib CS -8.1 and Hsp70 act -0.4.
CC(C)c1ccc(C(=O)N(c2ccccn2)C(C)c2ccco2)cc1 (stereo unspecified) was read as NF-kB neuron act 0.83, APP 5'UTR act 59.5, G6PDH CS 3.8, FLuc stim CS 0.9, DTT redox prof 1.0, HMGR II inh 0.7, STAT1 activator 97.2, APP transl inh -59.5, FLuc inhib CS 5.0 and Hsp70 act 0.0.
Screening O=C(Nc1ccc(-c2nc3ccccc3o2)cc1)c1cccnc1 returned NF-kB neuron act 2.65, APP 5'UTR act 44.8, G6PDH CS 6.2, FLuc stim CS 0.9, DTT redox prof 1.8, HMGR II inh -1.0, STAT1 activator 165.5*, APP transl inh -44.8, FLuc inhib CS 13.1 and Hsp70 act 0.4.
`CCCCCCNC(=O)CCCCCNS(=O)(=O)c1ccc(OC)cc1` gave NF-kB neuron act 1.13, APP 5'UTR act -2.9, G6PDH CS -3.2, FLuc stim CS 1.1, DTT redox prof -0.1, HMGR II inh -3.8, STAT1 activator 96.8, APP transl inh 2.9, FLuc inhib CS -7.3 and Hsp70 act -0.4.
Cc1ccc(NC(=O)Nc2cccs2)nc1 was read as NF-kB neuron act 1.89, APP 5'UTR act 35.4, G6PDH CS 10.1, FLuc stim CS 0.8, DTT redox prof -0.1, HMGR II inh -0.4, STAT1 activator 126.1, APP transl inh -35.4, FLuc inhib CS 16.5 and Hsp70 act 0.1.
Cc1ccc(Cl)cc1N1CCN(CC(=O)Nc2ccc(CN3CCCCC3)cc2)CC1 was read as NF-kB neuron act 0.7, APP 5'UTR act 16.6, G6PDH CS 2.2, FLuc stim CS 1, DTT redox prof 2.0, HMGR II inh 7.7, STAT1 activator 95.7, APP transl inh -16.6, FLuc inhib CS -4.7 and Hsp70 act 0.0.
Screening CCn1c(SCC(=O)OC(C)C)nnc1-c1cccc(Cl)c1 returned NF-kB neuron act 1.25, APP 5'UTR act 7.0, G6PDH CS 0.2, FLuc stim CS 1, DTT redox prof 0.3, HMGR II inh -8.3, STAT1 activator 100.9, APP transl inh -7.0, FLuc inhib CS -3.4 and Hsp70 act -0.3.
For Cn1c(=O)c(=O)n(C)c2cc(S(=O)(=O)Nc3ccc(OC(F)(F)F)cc3)ccc21 the results were NF-kB neuron act 0.9, APP 5'UTR act -13.3, G6PDH CS -0.8, FLuc stim CS 1.1, DTT redox prof 0.4, HMGR II inh -6.2, STAT1 activator 96.8, APP transl inh 13.3, FLuc inhib CS -6.0 and Hsp70 act -0.4.
Screening Cc1cc(C(=O)CSc2nc3ccccc3[nH]2)c(C)n1CC1CCCO1 (stereo unspecified) returned NF-kB neuron act 0.43, APP 5'UTR act 188.6*, G6PDH CS 7.2, FLuc stim CS 0.5, DTT redox prof -7.1, HMGR II inh 1.5, STAT1 activator 73.8, APP transl inh -188.6, FLuc inhib CS 47.6 and Hsp70 act -0.5.
CN(Cc1ccccc1)Cc1nc2c(c(=O)n(C)c(=O)n2C)n1CCCc1ccccc1 was read as NF-kB neuron act 0.34, APP 5'UTR act 4.1, G6PDH CS -18.5, FLuc stim CS 1, DTT redox prof 0.6, HMGR II inh -1.9, STAT1 activator 100.8, APP transl inh -4.1, FLuc inhib CS -2.2 and Hsp70 act -0.2.
O=C(CO/N=C/c1ccc(OC(F)F)cc1)NCc1ccc(F)cc1 was read as NF-kB neuron act 2.04, APP 5'UTR act 7.1, G6PDH CS 17.9, FLuc stim CS 0.9, DTT redox prof -3.2, HMGR II inh -0.3, STAT1 activator 89.2, APP transl inh -7.1, FLuc inhib CS 5.2 and Hsp70 act 0.1.
`COc1ccc(Cl)cc1C(=O)N1CCN(c2ccccn2)CC1` gave NF-kB neuron act 0.96, APP 5'UTR act -3.1, G6PDH CS 7.3, FLuc stim CS 1, DTT redox prof -0.6, HMGR II inh 0.4, STAT1 activator 99.9, APP transl inh 3.1, FLuc inhib CS -2.5 and Hsp70 act 0.0.

Random draw from the library. About 5.3% of those tested had a hit in this group.
